RTF Ca sens act: cardiac RTF calcium sensitivity activators, primary screen, biochemical, IANBD-TnC fluorescence, EC20 calcium | IANBD-labeled TnC RTF fluorescence at EC20 calcium; 0% EC20 calcium, 100% full calcium | activation, % at 7.2 µM | 340,000 tested, 0.24% active | AID 493008, 2010 | Troponin I, cardiac muscle (Homo sapiens) + Troponin T, cardiac muscle (Homo sapiens) + …;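 active means activation above the mean over all tested compounds plus 3 SD, cut at about 30% in these data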;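 further: rise in fluorescence read as greater calcium sensitivity of cardiac thin filaments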
V-ATPase pH: regulators of yeast V-ATPase proton pumping, primary screen, pHLuorin cytosolic pH fluorescence. 350,000 tested, 0.37% active. AID 504577, 2011. S. cerevisiae. response, % at 10 µM; in the data active means response mostly above about 7.3%, no sharp cut-off; inactive means mostly below about 5.4%; further: actives read high; inactives centre near 0; some compounds called inactive have numbers as strong as hits; reference of the scale not given here
Keap1-Nrf2 PPI: Keap1-Nrf2 protein-protein interaction inhibitors, primary screen, biochemical, fluorescence polarization, single point; 340,000 tested, 0.15% active; inhibition, % at 9.4 µM; Keap1 Kelch-Nrf2 peptide fluorescence polarization, 1536-well; in the data active means inhibition above about 12%;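 further: human Keap1 Kelch domain with fluorescein labeled Nrf2 9mer peptide probe; 0% = neutral control wells and 100% = peptide positive control; higher means more block of Keap1 binding to Nrf2 peptide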
Pemphigus Ab inh: inhibitors of pemphigus antibody binding to DSG3, primary screen, biochemical, bead-based, flow cytometry, scFv-GFP. DSG3-coupled beads, scFv-anti-DSG3-GFP binding; active compounds read low. binding (percent of control), % at 10 µM. Desmoglein-3 (Homo sapiens), P32926. AID 588358, 2011. 310,000 tested, 0.48% active;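 active means binding more than 3 SD below its plate's average and above zero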;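 further: hits lower antibody fragment binding to DSG3; some compounds called inactive have numbers as strong as hits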
Target sequence (P32926 whole entry, looked up, the tested form may be a part): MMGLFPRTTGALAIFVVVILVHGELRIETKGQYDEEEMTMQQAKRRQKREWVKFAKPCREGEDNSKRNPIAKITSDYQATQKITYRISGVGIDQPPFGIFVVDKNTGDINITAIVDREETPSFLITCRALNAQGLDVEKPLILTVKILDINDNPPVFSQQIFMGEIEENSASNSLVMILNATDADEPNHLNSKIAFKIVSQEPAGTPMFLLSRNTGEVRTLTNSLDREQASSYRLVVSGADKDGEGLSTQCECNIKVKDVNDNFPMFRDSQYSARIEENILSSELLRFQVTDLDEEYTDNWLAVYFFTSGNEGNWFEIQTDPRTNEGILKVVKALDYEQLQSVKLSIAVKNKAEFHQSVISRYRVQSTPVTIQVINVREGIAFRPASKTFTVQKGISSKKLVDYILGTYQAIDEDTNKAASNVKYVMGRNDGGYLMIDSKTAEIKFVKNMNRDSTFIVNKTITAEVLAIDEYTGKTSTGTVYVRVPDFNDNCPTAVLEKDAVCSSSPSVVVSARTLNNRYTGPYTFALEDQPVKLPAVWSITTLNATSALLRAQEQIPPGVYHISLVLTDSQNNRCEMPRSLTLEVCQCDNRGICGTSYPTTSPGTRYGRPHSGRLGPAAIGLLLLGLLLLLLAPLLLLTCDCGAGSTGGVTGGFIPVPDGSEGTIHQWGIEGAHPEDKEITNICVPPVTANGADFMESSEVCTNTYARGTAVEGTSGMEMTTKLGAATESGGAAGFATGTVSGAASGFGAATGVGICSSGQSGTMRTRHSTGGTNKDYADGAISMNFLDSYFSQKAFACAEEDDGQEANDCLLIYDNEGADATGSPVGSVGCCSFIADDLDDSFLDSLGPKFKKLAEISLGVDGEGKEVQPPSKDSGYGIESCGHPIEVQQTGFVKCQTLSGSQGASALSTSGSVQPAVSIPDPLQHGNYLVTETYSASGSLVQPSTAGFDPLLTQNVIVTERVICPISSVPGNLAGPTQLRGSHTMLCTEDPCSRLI
Cardiac RTF inh: cardiac RTF calcium sensitivity inhibitors, primary screen, biochemical, IANBD-TnC fluorescence, EC70 calcium; IANBD-labeled cardiac RTF, Ca2+ fluorescence; 340,000 tested, 0.12% active; Troponin I, cardiac muscle (Homo sapiens) + Troponin T, cardiac muscle (Homo sapiens) + …; inhibition, % at 7.15 µM;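 active means inhibition above the mean inhibition of all tested compounds plus 3 SD, cut at about 17% in these data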;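 further: assay run at fixed EC70 calcium of 1.6 mM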
Arrestin-AP2 inh: inhibitors of beta-arrestin/AP2 binding, primary screen, biochemical, GPCR trafficking, flow cytometry. inhibition, % at 10 µM. FITC-arrestin peptide / GST-AP2 beads; AP2 beta2 appendage carries R879A mutation. 340,000 tested, 0.31% active;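 active means inhibition above a set limit, near 3 SD of compounds lacking own fluorescence, cut at about 54% in these data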;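 further: plate controls were DMSO wells for no effect and 5 µM unlabelled arrestin peptide for full effect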
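Measured by: flow cytometry, FL1 (488/535 nm); Material: AP2 appendage R879A on GSH beads; Evaluation: percent response; Timing: pre-incubation 12 min, peptide binding 1 h, room temperature; Also added: 50 nM FITC-arrestin peptide; Medium: PBS with 0.05% Tween 20 and 0.1% BSA.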
MOR-DOR inv ag: inverse agonists of MOR-DOR heterodimerization, primary screen, cell-based, luminescence; inhibition, % at 9.3 µM; Mu-type opioid receptor (Homo sapiens) + Delta-type opioid receptor (Homo sapiens), …; cell-based MOR-DOR heterodimer luminescence, inverse agonism; 340,000 tested, 0.21% active; AID 504357, 2011; in the data active means inhibition above about 22%, passing the limit was not always enough;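 further: 0% = cells with DMSO and 100% = wells without cells with DMSO; values of inactives mirror those of a sister screen read the other way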
Wnt bcat act: Wnt/beta-catenin pathway activators, primary screen, cell-based, plate reader, single point | Wnt/beta-catenin reporter cell assay, activator | activation, % at 9.35 µM | 300,000 tested, 1.2% active | AID 743398, 2014; in the data active means activation above about 30%, passing the limit was not always enough;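 further: 0% = neutral control wells and 100% = positive control wells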
C-LANA FP: inhibitors of KSHV C-LANA binding to DNA, primary screen, biochemical, fluorescence polarization, FAM-LBS DNA, MBP-C-LANA, single point | 340,000 tested, 0.078% active | inhibition, % at 9 µM;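 active means highest replicate inhibition at or above 60% at 9 µM, even if other replicates fall short; inactive means all replicates below 60% inhibition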;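 further: 0% = neutral control wells and 100% = 4 µM acridine orange control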
OPRM1-OPRD1 ag: agonists of OPRM1-OPRD1 heterodimerization, primary screen, cell-based, luminescence | Mu-type opioid receptor (Homo sapiens) + Delta-type opioid receptor (Homo sapiens), … | cells | AID 504326, 2011 | 340,000 tested, 0.3% active | activation, % at 9.3 µM; in the data active means activation above about 18%;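 further: 0% = vehicle-treated cells and 100% = reference agonist; values of inactives mirror those of a sister screen read the other way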
The depositor's hits bear a star; / = no result given. Random draw from the library; about 3.1% have a hit in one of these screens.

SMILES	RTF Ca sens act	V-ATPase pH	Keap1-Nrf2 PPI	Pemphigus Ab inh	Cardiac RTF inh	Arrestin-AP2 inh	MOR-DOR inv ag	Wnt bcat act	C-LANA FP	OPRM1-OPRD1 ag
COc1ccccc1C1(CC(=O)O)CCOC(C)(C)C1 (stereo not drawn)	-4	1	-3	110	-4	-5	15	0	0.8	-3.0
Cc1nc(SCc2nc3ccc(Cl)cc3[nH]2)c2oc3ccccc3c2n1	2	-1	-4	103	-5	-7	6	17	0.0	-1.0
Cc1ccc(-c2nnc(N3CCC(C)CC3)c3ccccc23)cc1	-4	1	4	98	-3	-15	-48	-2	0.4	9.0
CCOc1ccc(/C=C/C(=O)N(CC)CC(=O)Nc2ccc3c(c2)OCCO3)cc1OC	-5	2	3	114	4	0	23	-4	-1.0	-4.1
CCc1ccc(NC(=O)COC(=O)CCC2CCCC2)cc1	3	-4	0	97	-8	35	-18	0	0.9	4.7
Cn1c(NC(=O)c2cc(-c3ccc4c(c3)OCO4)nc3ccccc23)cc(=O)n(C)c1=O	-4	4	-3	105	8	4	6	1	0.8	-1.2
CC(C)C(=O)NC(=S)Nc1c(Cl)ccc2nsnc12	3	2	-4	116	-1	-15	24	-3	-0.8	-4.5
Cc1ccc(S(=O)(=O)N2CCCC(C(=O)NCCc3ccc4c(c3)OCO4)C2)cc1 (stereo not drawn)	2	/	-5	103	-3	-4	7	/	-0.9	-1.1
O=C(c1ccc2[nH]c(=O)c(=O)[nH]c2c1)N1CCN(Cc2ccccc2)CC1	1	0	1	99	1	-7	23	0	-1.0	-4.4
O=C(NC1CCCC1)c1ccc(Cl)c(S(=O)(=O)N2CCCCC2)c1	-4	-2	-4	107	-15	19	11	-1	0.8	-2.1
COC(CNC(=O)c1ccc(CS(=O)(=O)c2ccc(Br)cc2)o1)OC	-5	0	-8	121	-2	4	12	1	1.9	-2.6
COc1cccc(-c2cnc(NCc3cc(Cl)ccc3O)n2C)c1	-1	1	-4	/	-5	16	4	/	-1.4	-0.9
O=C(C1COc2ccccc2O1)N1CCN(c2nc3ccc([N+](=O)[O-])cc3s2)CC1 (stereo not drawn)	-2	-2	-5	103	-9	6	5	-1	0.0	-0.9
C1=C(c2ccccc2)Nc2ncnn2C1c1ccccc1 (stereo not drawn)	-1	1	4	69*	1	2	7	3	1.4	-1.2
Cc1cccc(C(=O)NC(NC(=S)Nc2ccc(S(N)(=O)=O)cc2)C(Cl)(Cl)Cl)c1 (stereo not drawn)	0	2	3	100	-2	1	13	-1	1.4	-2.2

Some of the entries so far, as comma-separated lines.
canonical_smiles,RTF Ca sens act,V-ATPase pH,Keap1-Nrf2 PPI,Pemphigus Ab inh,Cardiac RTF inh,Arrestin-AP2 inh,MOR-DOR inv ag,Wnt bcat act,C-LANA FP,OPRM1-OPRD1 ag
Cc1ccc(S(=O)(=O)N2CCCC(C(=O)NCCc3ccc4c(c3)OCO4)C2)cc1 (stereo not drawn),2,/,-5,103,-3,-4,7,/,-0.9,-1.1
Cn1c(NC(=O)c2cc(-c3ccc4c(c3)OCO4)nc3ccccc23)cc(=O)n(C)c1=O,-4,4,-3,105,8,4,6,1,0.8,-1.2

More compounds follow:
SMILES	RTF Ca sens act	V-ATPase pH	Keap1-Nrf2 PPI	Pemphigus Ab inh	Cardiac RTF inh	Arrestin-AP2 inh	MOR-DOR inv ag	Wnt bcat act	C-LANA FP	OPRM1-OPRD1 ag
Cc1ccc(Cl)cc1N1CCN(Cc2nc3c(c(=O)[nH]c(=O)n3C)n2CCc2ccccc2)CC1	-8	-2	4	85	-2	8	1	/	-0.3	-0.2
CCOc1ccc(/C(O)=C2\C(=O)C(=O)N(c3ccc(OC)cc3)C2c2ccccc2[N+](=O)[O-])cc1 (stereo not drawn)	/	1	/	104	/	-9	/	53*	/	/
N#CC1=C(N)Oc2[nH]c(=S)[nH]c(=O)c2C12C(=O)Nc1ccccc12 (stereo not drawn)	10	-2	-10	101	2	10	-1	0	0.6	0.2
COc1ccccc1NC(=S)N/N=C/c1ccc(O)cc1	4	-2	2	100	0	30	-3	-1	-0.6	0.5
C=CCn1c(SCC(N)=O)nc(C)cc1=O	-4	-1	3	104	-2	-4	6	-1	0.7	-1.5
COc1ccc(C2c3c(oc4ccccc4c3=O)C(=O)N2CC2CCCO2)cc1 (stereo not drawn)	6	-1	0	94	-21	7	-13	-1	0.1	2.2
O=C1C=C(NCCc2ccccc2)C2(CCCCC2)O1	-3	1	-3	99	3	1	-3	-1	-1.1	0.6
O=S(=O)(c1ccc(Br)cc1)c1nc(-c2ccccc2)oc1NCCN1CCOCC1	-6	4	3	97	1	18	15	-2	0.1	-2.6
CC1=CC(=O)N(c2ccn(C)n2)C1=O	-3	-1	-4	98	-8	-7	-4	0	0.7	0.7
CCCOC(=O)c1ccc(Oc2cn[nH]c2-c2ccc(O)cc2O)cc1	4	0	5	100	-12	2	-22	1	-0.4	4.4
CC(C)c1ccc(-c2nc(N3CCCC3)nc3n[nH]c(N)c23)cc1	0	-2	-1	105	0	4	9	/	3.1	-1.8
Cn1ccc(/C=N/N=C2/NC(=O)CS2)n1	-2	-1	-3	98	-8	7	8	-1	0.7	-1.6
O=C(CN(C(=O)c1csnn1)c1ccc(Cl)cc1)NCc1ccc2c(c1)OCO2	4	-1	-8	124	-12	0	4	-4	0.8	-0.5
Cc1ccc(SCc2cn3cc(Cl)ccc3n2)cc1	6	-1	-8	/	-5	8	-4	35*	0.7	0.7
CN(CC(=O)Nc1ccccc1Cl)C1CCCCC1	0	1	4	100	-6	-3	-35	-1	-1.3	7.3
O=C(COC(=O)[C@H](Cc1ccccc1)NC(=O)c1cccs1)NC1CCCCC1	2	-4	-2	103	-12	-3	-5	8	0.3	1.2
CCN(C(=O)COC(=O)/C=C/c1c(C)nn(-c2ccccc2)c1C)C1CCS(=O)(=O)C1 (stereo not drawn)	1	-1	1	86	-4	27	9	-3	-1.7	-1.7
CCOc1cccc(C(=O)NC(=S)Nc2cccc(NC(=O)c3ccccc3Cl)c2)c1	5	1	0	/	-14	10	1	1	0.8	-0.2
Cc1ccc2c(c1)C(CCN)C(=O)N2Cc1ccccc1 (stereo not drawn)	4	-2	-1	102	6	11	65*	-3	0.2	-11
Cc1nnc(SCc2ccc3c(c2)OCO3)s1	-3	-3	1	106	-2	-5	16	/	0.5	-3.5
O=C1c2ccccc2C(=O)N1CCCON1C(=O)c2ccccc2C1=O	7	0	-4	107	-4	-4	-2	/	-0.3	0.3
CCOC(=O)c1cc(CC)sc1NC(=O)CSc1nc2ccccc2c(=O)n1Cc1ccco1	-7	-1	-5	118	-2	7	8	-1	-0.7	-1.6
COc1ccc(C(=O)COC(=O)/C=C/c2ccco2)cc1F	0	1	-3	91	-6	-2	6	3	-0.6	-1.3
CC(=O)/C(=N/Nc1ccc([N+](=O)[O-])cc1)N1CCCc2ccccc21	15	3	-2	102	-11	-8	-7	2	-0.1	1.3
CCCCN(CC)CCNC(=O)c1cc2c(=O)[nH]c3ccccc3c2s1	2	3	-2	98	-9	7	-11	4	-0.5	2.5
CNS(=O)(=O)c1cccc(C(=O)OCC(=O)N2c3ccccc3NC(=O)C2(C)C)c1	-2	-1	-2	98	3	15	13	5	0.2	-3.3
O=c1c2ccccc2c(C=NCCCN2CCOCC2)c(O)n1Cc1ccccc1	2	2	-2	96	1	1	-5	/	-1.1	0.8
O=C(N/N=C/c1ccc([N+](=O)[O-])s1)c1ccccc1Br	-4	2	-2	95	4	1	-27	-4	-0.5	4.8
O=C(O)CCN(CCC(=O)O)c1ccccc1	2	0	-7	101	-1	3	7	/	-1.6	-1.2
c1ccc(-c2cc3n(c2)CCc2ccccc2-3)cc1	-5	-4	-6	99	-14	-7	1	/	-0.1	-0.2
Cc1c(O)ccc(/C=N/Nc2nc(-c3cccnc3)nc3ccccc23)c1O	-5	-2	0	94	3	1	-19	21	0.8	3.5
Cc1cc(C)c(C#N)c(SCc2nnc(-c3ccccc3[N+](=O)[O-])o2)n1	6	1	-4	97	-10	31	-6	75*	-2.8	1.2
O=C(CN1CCc2ccccc2C1)NC1CCCC1	-5	5	3	98	-17	-3	2	/	-1.2	-0.3
COc1ccc(CCNC(=O)Cn2nc([N+](=O)[O-])c(Br)c2C)cc1OC	-5	-6	1	98	-1	4	15	-3	0.0	-2.8
Cc1cccc2c1CC(C)(C)N/C2=C\C(N)=O	-1	0	-9	106	8	-19	2	0	-1.5	-0.4
COC(=O)CSc1nnc(-c2sc3cc(OC)ccc3c2Cl)n1C	-2	-1	-5	97	2	8	-85	/	-0.5	19*
CCCCN(C)S(=O)(=O)c1ccc(C(=O)N(CCN(C)C)c2nc3ccc(C)cc3s2)cc1	-1	1	6	108	0	8	-8	-6	0.3	1.7
NNc1ccc2nnc(C(F)(F)C(F)(F)C(F)(F)F)n2n1	-6	-5	0	98	5	-3	8	-6	0.0	-1.6
COc1ccc(CNCC(O)(c2ccccc2)c2ccc(F)cc2)cc1OC (stereo not drawn)	-5	2	-2	86	-1	-19	-3	-2	3.3	0.6
COc1ccc2oc(C(=O)OC(C)C(=O)Nc3ccc(N4CCOCC4)cc3)c(C)c2c1 (stereo not drawn)	-4	-2	2	89	-9	-11	15	3	0.7	-3.9
COc1ccc(C2C(C(=O)c3cccs3)=C(O)C(=O)N2c2cccc(C)n2)cc1OC (stereo not drawn)	0	-4	-1	111	-3	-4	22	-1	2.3	-4.3
COc1cc(OC)cc(C(=O)N[C@H](C(=O)OCC(=O)NC(C)c2ccccc2)C(C)C)c1 (stereo partly drawn)	6	-2	-6	95	1	6	2	/	-2.4	-0.4
C=CCc1c(C)nc(SCCC)[nH]c1=O	2	1	1	104	4	21	-7	-2	0.4	1.1
O=C1OCCC1Sc1nnc(-c2ccc(O)cc2)o1 (stereo not drawn)	-2	-4	-1	106	-12	-7	8	/	0.4	-1.4
COc1ccc(CNC(=O)Cn2cnc3c(=O)n(C)c(=O)n(C)c32)cc1	-1	-2	-4	100	0	8	/	/	-0.2	/
O=C(c1ccccc1)N1N=C(c2ccccc2)CC1c1ccc2nccnc2c1 (stereo not drawn)	1	2	2	127	-3	3	20	0	-0.8	-3.7
Cc1sc2nc(CSc3ccccc3)nc(N3CCOCC3)c2c1C	2	6	-4	98	0	4	-10	8	-5.4	2.0
CCCS(=O)(=O)N1CCCC(C(=O)NCCCOC(C)C)C1 (stereo not drawn)	8	-1	-8	99	-1	-1	15	/	0.0	-2.5
COc1ccc(NC(=O)CN(C)CC(=O)N2CC(=O)Nc3ccccc32)cc1	-2	3	-3	97	4	-5	6	-1	-0.7	-1.4

Screens: PubChem, several laboratories
